High-throughput results deposited in PubChem BioAssay by several laboratories.
ABHD4 inh = inhibits mouse alpha/beta hydrolase domain 4; Q8VD66; purified mABHD4, FP-Rh probe fluorescence polarization; inhibition, % at 8.92 µM; 370,000 compounds, 0.54% hits; AID 720543;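 active means inhibition exceeding the mean over every tested compound plus 3 SD, cut at about 30% in these data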;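 further: 0% = plate median of compound wells and 100% = S159A mutant with DMSO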
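assay system = mABHD4 protein | compound dosing = single nominal dose of 8.92 µM, 0.89% DMSO final | read-out basis = percent inhibition of probe binding, normalized to plate controls | schedule = Enzyme–compound pre-incubation 45 min, then probe 60 min, both 25 °C | detection = fluorescence polarization, excitation 525 nm, emission 598 nm, BODIPY TMR filters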
PRMT1 FP inh = inhibitors of human PRMT1. inhibition, % at 2.79 µM. 370,000 compounds, 1.3% hits. recombinant PRMT1, activity-based probe fluorescence polarization;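 active means inhibition above about 21% made by adding two undisclosed values, limit read from the data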
Target sequence (Q99873 whole entry, looked up): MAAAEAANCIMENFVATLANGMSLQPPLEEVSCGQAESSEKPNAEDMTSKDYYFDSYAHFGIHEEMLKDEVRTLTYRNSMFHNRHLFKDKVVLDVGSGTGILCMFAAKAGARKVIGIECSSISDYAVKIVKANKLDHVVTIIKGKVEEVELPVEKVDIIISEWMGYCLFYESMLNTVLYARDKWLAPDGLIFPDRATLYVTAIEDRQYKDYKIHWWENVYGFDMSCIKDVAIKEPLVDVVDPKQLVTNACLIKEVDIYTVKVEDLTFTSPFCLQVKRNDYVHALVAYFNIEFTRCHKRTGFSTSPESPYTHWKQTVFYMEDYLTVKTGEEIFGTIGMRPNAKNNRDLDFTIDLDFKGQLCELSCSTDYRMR
SIAE primary = inhibitors of human sialic acid acetylesterase SIAE | Q9HAT2 | SIAE FP-Rh probe binding, fluorescence polarization | inhibition, % at 9.66 µM | 370,000 compounds, 0.69% hits | AID 1053197;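 active means inhibition above a cutoff: mean of compounds within the control limits plus 3 SD of those, cut at about 17% in these data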;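 further: 0% = plate median of compound wells and 100% = probe without SIAE protein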
PG9 Ab binder = small molecules binding HIV-1 gp120 antibody PG9; TR-FRET gp120-PG9 antibody binding; inhibition, % at 6.7 µM; 360,000 compounds, 0.43% hits; in the data active means inhibition above about 8.5%
LEDGF integ inh = blocks HIV-1 LEDGF/p75-dependent DNA integration; inhibition, % at 3.7 µM; TR-FRET IN-LEDGF/p75 DNA integration, Eu/Cy5; AID 743269; 370,000 compounds, 0.64% hits;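 active means inhibition above the screen-wide mean plus 3 SD, cut at about 13% in these data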;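 further: signal is the Cy5 over europium emission ratio at 671 and 618 nm; 0% = plate median of compound wells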
Rev-erbA mod = modulates human Rev-erb alpha binding to DNA. P20393. Rev-erbα–FITC-DNA binding, fluorescence polarization, 90 min. activity, % at 10 µM. 370,000 compounds, 0.79% hits. AID 1259318;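 active means activity above about 14%, limit read from the data; passing the limit was not always enough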;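 further: 0% = DMSO wells with 35 nM protein and 100% = DMSO wells with 750 nM protein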
Target sequence (P20393 whole entry, looked up): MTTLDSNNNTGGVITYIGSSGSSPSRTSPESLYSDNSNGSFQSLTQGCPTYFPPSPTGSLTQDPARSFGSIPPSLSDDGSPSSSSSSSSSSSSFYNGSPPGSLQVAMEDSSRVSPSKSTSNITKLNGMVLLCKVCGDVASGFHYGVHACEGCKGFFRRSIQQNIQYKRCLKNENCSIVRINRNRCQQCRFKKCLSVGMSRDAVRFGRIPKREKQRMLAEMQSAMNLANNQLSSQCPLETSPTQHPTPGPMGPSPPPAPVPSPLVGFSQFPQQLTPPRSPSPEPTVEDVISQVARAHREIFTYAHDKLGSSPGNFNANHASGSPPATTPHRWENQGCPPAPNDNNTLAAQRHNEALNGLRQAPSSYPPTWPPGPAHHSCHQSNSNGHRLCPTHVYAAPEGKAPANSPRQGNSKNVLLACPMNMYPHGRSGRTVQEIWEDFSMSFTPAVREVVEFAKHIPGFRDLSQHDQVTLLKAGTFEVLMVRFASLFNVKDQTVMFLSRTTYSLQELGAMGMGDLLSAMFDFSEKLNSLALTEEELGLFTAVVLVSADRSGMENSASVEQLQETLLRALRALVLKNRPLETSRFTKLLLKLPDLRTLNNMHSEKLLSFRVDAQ
HTRA1 inhibitor = HTRA1 (human) protease inhibition; inhibition, % at 5.96 µM; 340,000 compounds, 0.5% hits; recombinant HTRA1, FP-rhodamine activity-based probe, fluorescence polarization; in the data active means inhibition above about 36%;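 further: 0% = enzyme with DMSO and 100% = wells lacking enzyme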
rCAG RNA binder = binds r(CAG) RNA repeats; r(CAG) RNA repeat, TO-PRO-1 dye displacement fluorescence; 370,000 compounds, 1.3% hits; AID 651821; inhibition, % at 3 µM;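 active means inhibition above the plate cutoff, the mean of all test compounds on that plate plus 3 SD, cut at about 35% in these data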;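 further: 0% = DMSO alone and 100% = 100 µM mitoxantrone as full dye displacement; higher means more dye released from RNA so lower well fluorescence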
TDP2 absorb = blocks human TDP2 phosphodiesterase activity. recombinant TDP2, T5PNP hydrolysis, p-nitrophenol absorbance 415 nm. inhibition, % at 12.8 µM. O95551. 370,000 compounds, 0.34% hits;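 active means inhibition above the mean of all tested compounds plus 3 SD, set per campaign, cut at about 25% in these data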;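 further: 0% = DMSO with enzyme and 100% = buffer with substrate but no TDP2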
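Test system: human TDP2 enzyme; Input: 120 nM TDP2 per well; Buffer or medium: Mg2+-containing Tris-HCl buffer, pH 7.5; Reagent: 5 mM T5PNP; Dosing: 12.8 µM single point, 1% DMSO; Incubation: reaction 2 h, 37 °C; Detection: p-Nitrophenol epi absorbance; Read-out: % inhibition relative to enzyme-containing and enzyme-free wells; Replicates: single well per compound.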
TCR-CD3 inh = inhibitors of human TCR-CD3 interaction; TAMRA-labeled TCR probe fluorescence, biochemical; inhibition, % at 9.4 µM; 360,000 compounds, 0.37% hits; AID 651800; in the data active means inhibition above about 19%;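 further: recombinant mutant TCR 2C K166C tagged with TAMRA read by polarization; 0% = receptor in buffer alone and 100% = receptor with positive control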
The depositor's hits bear a star; . = not tested or not shown.

SMILES | ABHD4 inh | PRMT1 FP inh | SIAE primary | PG9 Ab binder | LEDGF integ inh | Rev-erbA mod | HTRA1 inhibitor | rCAG RNA binder | TDP2 absorb | TCR-CD3 inh
CC(NC(=O)Cc1ccc(F)cc1)c1ccc(F)cc1 (stereo not given) | 6 | -1 | 2 | -1.3 | -1 | 0 | 1 | 1 | -8 | -4
Cc1cc(C)c(C#N)c(SCC(=O)Nc2cc(C)on2)n1 | 1 | -1 | 5 | -0.1 | -2 | 6 | -4 | 2 | 3 | -1
CC(=O)NC12CC3CC(C1)CC(C(=O)N1CCN(c4ncccn4)CC1)(C3)C2 | -9 | -1 | 9 | 1.4 | 1 | 7 | -1 | -10 | 9 | -10
Cc1cccc(N2CCN(c3nc4ccccc4n4cnnc34)CC2)c1C | 0 | -4 | -1 | 1.3 | 3 | 7 | 1 | 3 | -1 | 4
COc1ccc(CN2C(=O)C(CC(=O)NCc3ccco3)CC(C(=O)N(C(C)C)C(C)C)=C2C)cc1 (stereo not given) | 0 | 16 | 8 | -5.3 | 0 | -5 | -6 | 0 | 7 | -9
NC(=O)Cn1ccc(O)c(Cc2ccc(Cl)cc2Cl)c1=O | 5 | -2 | 1 | 0.1 | -1 | 0 | 5 | -3 | -7 | 2
CCCOC(=O)c1ccc(NC(=O)COC(=O)C2CCN(c3ccc(C(F)(F)F)cn3)CC2)cc1 | -51 | 1 | -117 | -0.8 | -1 | 8 | -25 | 3 | -11 | 2
COc1ccc(S(=O)(=O)c2nnn(-c3cccc(OC)c3)c2N)cc1 | -6 | -1 | 4 | 0.1 | -1 | -4 | -4 | 0 | -3 | 8
COc1ccccc1NCC(=O)Nc1cc(S(=O)(=O)N2CCOCC2)ccc1N1CCOCC1 | 8 | -3 | 10 | -1.9 | 3 | -6 | 2 | 0 | 0 | -6
Fc1ccc(OCCCCCN2CCCC2)cc1 | 4 | -2 | 8 | -1.7 | -4 | 5 | -2 | -2 | -6 | 5
COc1ccc(S(=O)(=O)Nc2ccccc2)cc1 | 1 | -3 | 4 | -1.1 | 1 | -4 | 0 | 2 | 15 | 5
Cc1cc(NC(=O)CN2C(=O)NC3(CCCCC3)C2=O)ccc1N1CCCC1 | -9 | 3 | 1 | -1.8 | -6 | 7 | 14 | 7 | 4 | 0
COc1cc(NC(=S)N2CCCC(CO)C2)c(OC)cc1Cl (stereo not given) | -2 | 3 | 6 | -0.4 | -2 | -3 | 4 | -3 | 5 | 5
CCOC(=O)c1cc2sccc2n1CC(=O)N1c2ccccc2CC1C (stereo not given) | -4 | -1 | -4 | 2.0 | -4 | -4 | -7 | -3 | -9 | 4
COc1ccc(Cl)cc1C(=O)OCC(=O)NCc1cccs1 | 7 | 3 | 2 | -1.3 | -6 | -4 | 4 | -1 | -4 | -3
Cc1nn(-c2ccccc2)c(C)c1C(=O)OCc1ccc(C#N)cc1 | 2 | 1 | -5 | -1.0 | 0 | 9 | 1 | -8 | -7 | 4
Cc1cccc(CCNC(=O)C2CCCN(c3cnccn3)C2)c1 (stereo not given) | 5 | 2 | 5 | -0.4 | 2 | 4 | -2 | -2 | 10 | 6
C[C@H]1CN(C(=O)OC(C)(C)C)CCN1c1ccc(Br)c(C#N)c1 | 0 | 1 | 5 | -0.5 | -2 | 4 | . | 0 | -1 | 4
COc1ccccc1N1CCN(C(=O)c2ccc3noc(-c4ccccc4)c3c2)CC1 | -2 | -4 | -5 | -2.1 | -1 | -8 | -8 | 10 | 6 | 10
COc1ccccc1N1CCN(C(=O)COc2ccc(Cl)cc2Br)CC1 | -7 | 1 | -3 | 0.2 | 1 | 5 | -5 | 0 | 0 | -2
CCOc1ccc(CCNC(=O)COC(=O)Cc2ccc(OC)c(OC)c2)cc1OCC | 4 | -4 | -1 | -0.3 | 0 | 1 | 0 | -6 | 10 | 13
Cc1cccc(NS(=O)(=O)c2cccc([N+](=O)[O-])c2)n1 | 6 | 1 | 1 | -0.4 | 0 | 3 | -3 | 1 | 12 | 9
COC1=C(N2CCOCC2)C(=O)c2ccccc2C1=O | 8 | 4 | -1 | -5.2 | 5 | -5 | -8 | 4 | 37* | 6
COC(=O)c1cc(COC(=O)c2ccc3ccccc3n2)oc1C | -4 | 2 | 5 | -1.0 | -3 | -3 | -1 | -7 | 9 | 5
Cc1nn(C(=O)c2ccco2)c(C)c1Sc1ccc([N+](=O)[O-])cc1 | -2 | 0 | -2 | -1.8 | 0 | -2 | 10 | -3 | 3 | -5
COc1ccc(NS(=O)(=O)c2ccc3[nH]c(=O)[nH]c3c2)cc1OC | -3 | -5 | 3 | -1.0 | 6 | 2 | 7 | -1 | 5 | -1
CCC(CC)C(=O)Nc1nc(-c2ccc3c(c2)CCN3C(=O)C2CC2)c(C)s1 | 0 | -4 | 4 | -1.3 | -2 | -3 | -24 | 0 | -3 | -5
COC(=O)c1ccc2c(c1)NC(=O)C(N1CCCC1)S2 (stereo not given) | 0 | 2 | -3 | -1.7 | 2 | 1 | 2 | 5 | 1 | 10
CSc1nc(-c2ccccc2)nn1C(=O)c1ccc(Cl)cc1 | -1 | -1 | -1 | 0.5 | 3 | -1 | -6 | -2 | 0 | -6
Nc1ccn(CCCNC2CCN(Cc3ccccc3)CC2)c(=O)n1 | -4 | -2 | -2 | -0.3 | 2 | 6 | 4 | 2 | 3 | 2
CCOC(=O)C1=C(C(F)(F)F)Nc2ncnn2C1c1cccc(OC)c1OC (stereo not given) | 1 | -1 | 5 | 0.0 | 0 | 1 | -2 | -4 | -3 | 5
CNc1oc(Cc2cccc3ccccc23)nc1C#N | -2 | -5 | 18* | 2.5 | 3 | 0 | 1 | 0 | 2 | -1
CCCCC(CCC(=O)O)(C(=O)OCC)c1csc(Nc2ccc(OCC)cc2)n1 (stereo not given) | 24 | 21 | 7 | -0.4 | 0 | 1 | 7 | 20 | -4 | 2
Cc1cc(C)c(C)c(OCCOCCNCc2ccccc2)c1 | 13 | 0 | 0 | -1.3 | 1 | -5 | -2 | -2 | 9 | 3
OCCCN1CCC2(CCC(c3ccccc3)CC2)C1 (stereo not given) | -1 | -4 | 1 | . | 1 | 3 | . | 4 | 8 | .
COc1ccc(-c2cc(C(=O)N(C)Cc3nc4ccccc4c(=O)[nH]3)c3ccccc3n2)cc1OC | -13 | 2 | -4 | -0.9 | 0 | 6 | -15 | 10 | -12 | 4

Limited to PG9 Ab binder, for three of the compounds above:
canonical_smiles	PG9 Ab binder
CC(NC(=O)Cc1ccc(F)cc1)c1ccc(F)cc1 (stereo not given)	-1.3
Cc1cc(C)c(C#N)c(SCC(=O)Nc2cc(C)on2)n1	-0.1
CC(=O)NC12CC3CC(C1)CC(C(=O)N1CCN(c4ncccn4)CC1)(C3)C2	1.4

Later entries
SMILES | ABHD4 inh | PRMT1 FP inh | SIAE primary | PG9 Ab binder | LEDGF integ inh | Rev-erbA mod | HTRA1 inhibitor | rCAG RNA binder | TDP2 absorb | TCR-CD3 inh
CCN(CC(=O)Nc1ccccc1C(=O)Nc1ccccc1)Cc1nc2ccccc2c(=O)[nH]1 | -1 | 2 | -13 | -1.1 | -1 | -8 | -6 | -2 | 0 | 2
OC1CCNC(=S)N1c1ccccc1 (stereo not given) | -1 | 6 | -11 | -2.2 | 3 | -4 | 1 | 2 | -12 | -11
O=C1[C@@H](Oc2ccccc2)[C@@H](c2cnc3ccccc3c2)N1c1ccccc1 | -13 | 4 | -7 | -0.7 | -6 | 5 | -34 | 8 | 4 | -7
COc1ccc(C(=O)C2CCCN(Cc3cccn3-c3ccccn3)C2)c(C)c1 (stereo not given) | 0 | -3 | 5 | -1.1 | 2 | 1 | 3 | 7 | -1 | 2
CSCCOC(=O)COc1ccc(/C=N/NC(=O)c2nn(C)cc2Cl)cc1 | 7 | 1 | 6 | -1.7 | -2 | 6 | 3 | 0 | 5 | 4
Cc1nn(-c2ccccc2)c(C)c1C(=O)OCC(=O)N1CC(=O)Nc2ccccc21 | -14 | 4 | -2 | 0.3 | -2 | 2 | 1 | 0 | -11 | -9
O=C(CCc1ccccc1)N[C@H]1[C@@H](OC(=O)c2ccc([N+](=O)[O-])cc2)CCC[C@]12C(=O)N(Cc1ccccc1)c1ccccc12 | -2 | -2 | 3 | . | 4 | 4 | . | 5 | 5 | .
Cc1csc2c(=O)[nH]cnc12 | -3 | -3 | -3 | -0.7 | 0 | 0 | 7 | 2 | 3 | 8
CCOc1ccc(S(=O)(=O)n2cnc3ccccc32)cc1 | 2 | -1 | 4 | -1.2 | -3 | 4 | 3 | 0 | 16 | 1
NC(=O)C1CCN(C2=C(NS(=O)(=O)c3ccc(Br)cc3)C(=O)c3ccccc3C2=O)CC1 | 6 | 3 | 6 | -6.0 | 7 | 6 | 7 | 6 | 38* | -1
Cc1cc(-c2ccccc2)nc2[n+]1CCN2C | -1 | -4 | -1 | 1.5 | 0 | 2 | -6 | -1 | -6 | 6
C=CCN1C(=O)c2ccc(C(=O)N3CCN(c4ccccc4OC)CC3)cc2C1=O | 7 | 2 | 2 | -0.7 | -1 | 0 | 1 | -5 | 5 | -1
CC(/C=C/c1ccccc1F)=N\NC(=O)c1cccc(F)c1 | 0 | 0 | -1 | -0.5 | -1 | 17* | 0 | 5 | 9 | -4
CCc1ccc(C(=O)c2cnc3ccc(OC)cc3c2N2CCN(CC)CC2)cc1 | -2 | -5 | -10 | -0.5 | 7 | 5 | -3 | -1 | 1 | 3
CN(C)C(=O)C(OC(=O)c1ccc2ccccc2n1)c1ccccc1 (stereo not given) | 1 | 2 | -2 | -1.8 | 2 | 4 | -3 | -3 | 6 | 0
CCOC(=O)CN1C(=O)C2(OCCCO2)c2cc(Br)ccc21 | -3 | 3 | 1 | 2.2 | 0 | -2 | -2 | -5 | 8 | -3
O=c1[nH]c2ccccc2cc1CN(CC1CCCO1)S(=O)(=O)c1ccc(Cl)cc1 (stereo not given) | -9 | -6 | 0 | -1.3 | -1 | 6 | -7 | -4 | -2 | -1
CC(=O)N1c2ccc(S(=O)(=O)N3CCC(C(=O)Nc4cccc(F)c4)CC3)cc2CC1C (stereo not given) | 2 | -2 | -7 | -3.0 | 1 | 3 | -1 | 4 | 5 | -3
CC(=O)N[C@@H](Cc1c[nH]c2ccccc12)C(=O)NC1CC1 | -3 | -5 | 5 | -0.1 | 1 | 0 | 1 | 0 | 4 | 5
CC[C@H](C)[C@H]1CNC(=S)N1CC1CCN(CCCCc2ccccc2)CC1 | 5 | -4 | 4 | -1.9 | 3 | 0 | 3 | -2 | -14 | -3
Cc1cc(NS(=O)(=O)c2ccc(NC(=O)c3ccc(Cl)cc3[N+](=O)[O-])cc2)no1 | -1 | -3 | -4 | -2.8 | 8 | -3 | 1 | 10 | -2 | 5

A portion of the library (hit frequency here may not be typical).
